Assay outcomes deposited in PubChem by Broad Institute.
EWS-Fli block – blocks EWS/Fli oncoprotein-driven transcription; A673 NR0B1-luciferase reporter, viability-normalised; hit rate 0.67% among 350,000; inhibition, % at 12.6 µM;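 active = mean inhibition of at least 50% after viability correction, with every replicate also passing that limit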;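 note: firefly luciferase signal divided by Alamar Blue viability fluorescence both relative to DMSO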
miR122 inh – blocks miR-122 activity in Huh7 sensor cells; Huh7 miR-122 Renilla luciferase sensor, 48 h; neutral wells = 0, positive control = 100; activation (reporter increase), % at 12.5 µM; hit rate 0.3% among 340,000;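 active = mean replicate activation score at least 90 and every replicate individually at or above 90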;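 note: higher luciferase means less miR-122 activity so hits act as miR-122 inhibitors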
Casp6 inh – blocks human caspase-6 cleavage activity. hit rate 0.53% among 350,000. purified caspase-6, Z-VEID-R110 cleavage fluorescence. inhibition, % at 12.5 µM. P55212;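 active = mean inhibition across replicates at least about 35%, with every replicate also reaching that limit, limit read from the data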;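 note: 0% = median of neutral control wells and 100% = no fluorescence left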
Target sequence (P55212 24-179 limits assumed): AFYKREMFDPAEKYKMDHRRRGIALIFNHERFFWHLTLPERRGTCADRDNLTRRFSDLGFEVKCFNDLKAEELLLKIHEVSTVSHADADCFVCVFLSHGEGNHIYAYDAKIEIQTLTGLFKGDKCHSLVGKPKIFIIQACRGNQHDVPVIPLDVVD
Target sequence (P55212 194-293 limits assumed): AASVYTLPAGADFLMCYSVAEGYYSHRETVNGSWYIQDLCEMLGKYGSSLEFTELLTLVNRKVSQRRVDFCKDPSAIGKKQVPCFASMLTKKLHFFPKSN
PGC1a acetyl inh – PGC1a acetylation modulation, inhibitor mode | AID 651687 | U2OS PGC1a acetylation, AlphaScreen anti-acetyl-lysine; with virally co-expressed GCN5 acetyltransferase | inhibition, % at 15.6 µM | hit rate 0.17% among 350,000;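 active = every replicate shows inhibition of at least 40%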;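 note: 0% = neutral control wells and 100% = positive control wells; some results beyond the cut were filed as inactive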
LGR2 inh – blocks bursicon-induced cAMP signaling via Drosophila LGR2; HEK293 LGR2, CRE-luciferase, bursicon-stimulated, 4 h; inhibition, % at 9.99 µM; hit rate 0.35% among 380,000; AID 720647;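 active = drop in luminescence signal, shown as inhibition above about 50% in the replicate tests, limit read from the data, passing the limit was not always enough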;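 note: agonist challenge used bursicon conditioned medium at about half maximal strength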
PAX8 inh HTS – inhibitors of PAX8 transcriptional activity in RMG-I cells. hit rate 1.2% among 360,000. inhibition, % at 12.6 µM. RMG-I TPO-luciferase reporter, SteadyGlo, 24 h. AID 652154;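 active = mean replicate inhibition at least 60% with every replicate also reaching 60%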;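 note: luciferase light reporting Pax8 driven TPO promoter activity; plate controls were median of neutral control wells for no effect and mitoxantrone controls for full effect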
Cneo AK release – Cryptococcus neoformans lysis via adenylate kinase release; C. neoformans lysis, adenylate kinase release luminescence, 4 h; normalised: neutral wells 0, clomiphene wells 100; lysis activity, % at 15 µM; hit rate 0.2% among 360,000; AID 651654;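 active = mean lysis activity across replicates of at least 80%, whatever share of replicates individually reach that level; inactive = mean lysis activity below 80%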
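Material: C. neoformans cells; Schedule: 4 h static compound exposure, 37 °C, read 1 h post-reagent; Measured by: adenylate kinase release luminescence; Read-out: signal increase indicating cell lysis; Controls: Clomiphene as positive lysis control.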
FN deposit inh – fibronectin deposition inhibition | AID 743247 | hit rate 0.086% among 350,000 | inhibition, % at 12.6 µM | AH1F fibroblasts, Alexa488-fibronectin deposition fluorescence, overnight;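 active = mean inhibition across replicates of 30% or more, regardless of how many single replicates reach that level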;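 note: positive control wells lacked labelled fibronectin entirely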
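Material: AH1F fibroblast monolayer depositing Alexa488-labelled fibronectin into matrix | Input: 10000 AH1F cells/well | Medium: DMEM plus 2% serum, read in PBS | Reagent: Alexa488-fibronectin, 24 nM final in well | Compound dosing: One dose per compound, pinned | Schedule: 1 h adhesion, overnight exposure | Measured by: Fluorescence at 485 nm excitation, 525 nm emission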
Numbers without * were called inactive; x = no result given; [ ] = remark or other dose.

SMILES	EWS-Fli block	miR122 inh	Casp6 inh	PGC1a acetyl inh	LGR2 inh	PAX8 inh HTS	Cneo AK release	FN deposit inh
CCOC(=O)C1(CC2CCCCO2)CCN(Cc2cc(F)ccc2-n2cccn2)CC1 (configuration not stated)	9	9	0	6	18	5	-7	-9
O=C(C1CCC1)N1CCN(S(=O)(=O)c2ccc(F)cc2)CC1	3	x	-2	x	-28	1	x	-4
CN(C)C=NC(=O)c1cc(C(=O)c2ccc(Cl)cc2)c[nH]1	-9	x	2	x	1	-62	x	-8
CCOC(=O)c1oc2c(CN3CCCCC3C)c(O)ccc2c(=O)c1-c1ccc(OC)c(OC)c1 (configuration not stated)	x	0	x	8	x	2	-1	10
CC1=C(C(=O)N2CCOCC2)C(c2ccccc2F)NC(=O)N1 (configuration not stated)	-6	0	-1	4	-4	7	x	2
C[C@@H](NC(=O)C[C@H]1CC[C@@H]2[C@H](COC[C@H](O)CN2C(=O)Nc2cccc(Cl)c2)O1)c1ccccc1	-9	-3[16.7 µM]	-3	7	2	-22	-5	-1
O=c1ncn(-c2ccccc2F)c2ncccc12	x	-10	x	7	x	x	0	3
CCN(CC(=O)Nc1c(F)cccc1F)C(=O)CCCNC(=O)c1ccc(Cl)cc1	2	8	3	-1	-1	1	-1	-2
CN1OC[C@@H]2CN(C(=O)C(C)(C)C)[C@H](c3cccc(Br)c3)C[C@@H]21	-3	5	1	-7	-4	-69	0	-1
COc1ccc(/C=C2/NC(=O)CNC2=O)cc1	16	-8	-13	2	8	2	0	9
CC(NC(=O)CNC(=O)c1ccco1)c1ccc(S(N)(=O)=O)cc1 (configuration not stated)	-13	-1	0	3	-8	-27	0	5
Nc1ccn([C@@H]2O[C@H](CNCc3ccc(OCC(=O)Nc4nccs4)cc3)[C@@H](O)[C@H]2O)c(=O)n1	-11	-5	0	10	-12	0	-4	6
O=C(O)CC12CC3CC(C1)CC(n1ncc(NCc4ccccc4)c(Cl)c1=O)(C3)C2	4	-5	0	7	0	-8	-4	6
O=C(NCc1ccco1)c1ccc(CN2CCOCC2)cc1	x	-5	x	8	x	-20	4	-4
COc1ccccc1OCC(=O)NCC1CCCN(C(=O)c2cccc(C)c2)C1 (configuration not stated)	-3	-6	1	30	12	10	0	0
O=C(O)c1ccc(-n2nnnc2SCc2ccccc2F)cc1	8	x	-2	0	11	-2	-1	-14
CCS(=O)(=O)Nc1ccc2c(c1)C(=O)N(C)C[C@H](OC)[C@H](C)CN(CCC(F)(F)F)[C@@H](C)CO2	-3	x	x	6	15	-1	1	-2
CC1=CC(C)(C)NC(=S)N1c1ccc(C)c(C)c1	12	-2	-1	3	x	-16	2	-3
Cc1c(CC(=O)N2CCN(C(=O)C3COc4ccccc4O3)CC2)c(=O)oc2cc(O)c(Cl)cc12 (configuration not stated)	3	x	3	x	4	3	2	4
O=C(NCC(c1ccco1)N1CCCC1)c1cc(S(=O)(=O)N2CCCCC2)ccc1Cl (configuration not stated)	0	14	0	2	-13	4	-1	7
COCCn1c(=O)[nH]c2cc(C(=O)N3CCN(c4cccc(C)c4C)CC3)ccc2c1=O	8	-5	0	5	-5	41	2	-3
O=C(Nc1ccccc1Cl)C1Cc2ccccc2O/C1=N\O (configuration not stated)	-24	x	2	x	-52	-17	x	-3
CC(C)(OC1OC(CO)C(O)C(O)C1O)[C@H]1Oc2ccc3ccc(=O)oc3c2[C@H]1O (some centres not stated)	-8	-14	4	-8	10	-4	2	6
COc1cccc(NC(=O)CC(c2ccc(OC(C)C)cc2)c2ccccc2OC)c1 (configuration not stated)	6	-2	-4	x	0	14	3	1
Cc1ccc2cccc(OCc3cccc([N+](=O)[O-])c3)c2n1	-11	6	0	7	-5	-12	10	6
C=CCN(c1ccccc1OC)S(=O)(=O)c1ccc(Cl)c(C(=O)Nc2ccc(N3CCOCC3)cc2)c1	11	x	1	6	0	-6	x	-17
CCN(CC)S(=O)(=O)c1ccc(NC(=O)COC(=O)CNS(=O)(=O)/C=C/c2ccccc2)cc1	x	x	x	4	4	-1	x	3
CC(=O)OCCNc1cc(N2CCN(C)CC2)c2noc3c2c1C(=O)c1ccccc1-3	-10	-9	-8	-19	11	3	-3	7
C[C@@H]1CN([C@@H](C)CO)C(=O)c2cc(-c3cncnc3)cnc2O[C@@H]1CN(C)Cc1ccccc1	-4	x	-1	1	18	4	x	0
COc1ccc(C(=O)NCCCCc2ccccc2)cc1	2	-3	-2	9	-22	2	0	-10
COC(=O)c1sccc1S(=O)(=O)Nc1ccc(C(O)(C(F)(F)F)C(F)(F)F)cc1	6	49	1	-7	-27	-16	-1	-4
Clc1ccc(NC2(c3nnnn3C3CCCCC3)CCCCC2)cc1	x	-4	x	-41	x	15	0	3
CC(C)N1C(=O)N(c2ccccc2)C(C)(O)CC1(C)C (configuration not stated)	-5	x	0	x	4	1	x	-2
Cc1cc2nnc(SCC(=O)NCC(c3ccccc3)N(C)C)n2c2ccccc12 (configuration not stated)	1	-5	-4	x	0	0	-3	-1
CCC(=O)N[C@@H]1C=C[C@@H](CC(=O)NCc2cc(F)cc(F)c2)O[C@@H]1CO	-5	x	x	-5	8	-6	-3	-9
C[C@@H]1CN([C@H](C)CO)C(=O)c2cccc(NC(=O)c3nc4ccccc4s3)c2O[C@@H]1CN(C)S(=O)(=O)c1ccc(Cl)cc1	1	-13[16.7 µM]	2	8	6	-6	-1	0
COc1cc2c(cc1OC)C(C)N(C(=O)C(NC(=O)c1ccccc1)C(C)C)CC2 (configuration not stated)	13	x	-3	x	13	20	8	2
Cc1cc(C(=O)NC(=S)Nc2cccc(C(=O)O)c2C)ccc1[N+](=O)[O-]	-7	x	5	4	32	8	x	10
CC(=O)Nc1ccc(NC(=O)CSc2nnc3c4ccccc4n(C)c3n2)cc1	-26	x	3	20	-14	3	x	-3
O=C(O)c1cccc(Nc2nc3ccccc3nc2NS(=O)(=O)c2ccc(F)cc2)c1	4	x	1	x	0	-14	-1	-6
Cc1ccc2c(c1)Cc1nc3ccccc3nc1-2	43	x	2	4	-52	-2	x	-3
COc1ccc(C(=O)n2cc(C(=O)c3cc(C)ccc3O)cn2)cc1OC	2	x	-1	x	21	-16	x	2
O=C(CC1C(=O)NCCN1Cc1ccc(F)cc1)NCCOc1cccnc1 (configuration not stated)	4	x	-4	x	3	-5	x	-6
CCC(=O)[C@@H](C)[C@@H](OC(C)=O)[C@H](C)C[C@@H](C)[C@H]1OC(=O)C[C@@]2(O)CC=C(C)C(O2)C(C)=CCCC[C@H](O[C@H]2C[C@@H](OC(N)=O)[C@H](OC(C)=O)[C@@H](C)O2)C=C[C@H](C)C[C@H]1C	27	x	-1	x	3	24	x	6
Cc1ccc(S(=O)(=O)Nc2ccc3c(c2)C(=O)N([C@H](C)CO)C[C@H](C)[C@@H](CN(C)C(=O)Nc2ccc(C(F)(F)F)cc2)O3)cc1	-1	-5	3	8	-41	32	4	-2
COc1ccc(CNC(=O)CCN2C(=O)c3ccccc3C2=O)cc1OC	-8	x	-1	x	2	-4	-2	-9
COc1ccc(NC(=O)Nc2cccc3c2O[C@H](CN(C)Cc2ccc(C(=O)Nc4ccccc4N)cc2)[C@H](C)CN([C@H](C)CO)C3=O)cc1	45	58[16.7 µM]	-3	-1	-12	x	-2	x
CN(/N=C/c1ccc2c(c1)OCO2)c1nc(N2CCOCC2)nc(N2CCOCC2)n1	-6	x	0	-1	8	-4	x	-2
CO[C@@H]1CN(C)C(=O)c2cc(NC(=O)NC(C)C)ccc2OC[C@@H](C)N(C(=O)CC2CC2)C[C@@H]1C	-3	-4[16.7 µM]	0	8	1	x	1	-3
CO[C@H]1CN(C)C(=O)c2ccc(NC(=O)Nc3cc(F)ccc3F)cc2OC[C@@H](C)N(C(=O)c2ccccn2)C[C@@H]1C	-1	x	0	6	-12	20	0	-2
Cc1noc(C)c1NC(=O)N(C)C[C@@H]1Oc2ccc(NC(=O)Cc3cn(C)c4ccccc34)cc2C(=O)N([C@@H](C)CO)C[C@H]1C	-5	-2[16.7 µM]	-1	-1	7	x	-2	x
N#Cc1c(NCCN)nc(-c2ccccc2)c2c1CCCC2	x	2	x	-2	3	x	1	x
CC1(C)CC(=O)C(N=Nc2cc3c(cc2[N+](=O)[O-])OCCO3)=C(O)C1	-2	x	-3	-4	-15	6	x	-5
COc1ccc(S(=O)(=O)N2CCOC2CNC(=O)C(=O)NCCc2c[nH]c3ccccc23)cc1 (configuration not stated)	23	-3	-1	-23	-5	26	-1	-2
CCCC(NC(=O)COc1cc2c(c3oc(=O)cc(C)c13)CCC(C)(C)O2)C(=O)O (configuration not stated)	0	0	4	11	-7	11	1	6
Cc1nn(-c2ccccc2C(F)(F)F)c(=O)c2noc(C)c12	8	x	-1	x	2	-16	x	-8
Cc1ccc2nc(-c3ccc(C#N)cc3)c(Cc3ccccn3)n2c1	-38	4	-1	8	-37	-182	0	4
S=C(NN=Cc1ccc2c(c1)OCO2)NN=Cc1ccc2c(c1)OCO2	-14	x	-1	-7	-103	-38	2	-2
Cc1ccccc1CC1(CO)CCCN(C(=O)c2cc(-c3ccccc3)no2)C1 (configuration not stated)	-8	8	2	-1	-6	-7	0	-1
COc1ccccc1NC(=O)N1CC(=O)N2[C@H](C1)[C@H](c1ccc(-c3ccc(F)cc3)cc1)[C@@H]2CO	1	x	1	-11	-4	8	x	x

More structures follow:
SMILES	EWS-Fli block	miR122 inh	Casp6 inh	PGC1a acetyl inh	LGR2 inh	PAX8 inh HTS	Cneo AK release	FN deposit inh
Cc1ccc2nc(-c3ccccn3)cc(C(=O)Nc3ccc(S(=O)(=O)N4CCOCC4)cc3)c2c1	17	0	-1	-6	5	-5	0	0
CCc1nc(SCC(=O)NC2CCCC2)c2c(=O)n(C)c(=O)n(C)c2n1	3	3	12	2	3	13	5	x
CC1=NN(C(N)=S)C(=O)C1N=Nc1ccc(Cl)cc1Cl (configuration not stated)	-42	-3	0	8	25	-71	6	0
O=C(NC1CCCC1)[C@@H]1[C@@H](CO)[C@@H]2Cn3c(ccc(-c4ccncc4)c3=O)[C@@H]2N1CC1CC1	-2	x	-3	x	-5	x	46	x
CN(C)CC(=O)N1CCCCN2[C@H](CO)[C@H](c3ccc(-c4cccnc4)cc3)[C@@H]2C1	-16	0[16.7 µM]	2	6	-14	-14	-2	x
COc1cccc(NC(=O)CN2CCCCCC2)c1	-34	2	-4	6	-23	-9	1	-1
